MgcRacGAP inhibition: MgcRacGAP GTPase-activating activity inhibitors, confirmation, biochemical, ADP Hunter fluorescence; MgcRacGAP-stimulated Rac1 GTP hydrolysis, ADP Hunter fluorescence; higher % means a stronger effect; GST-tagged Rac1 F28L mutant substrate; one-dose inhibition, % at 30 µM; IC50 in µM for titrated hits; 340,000 compounds, 0.6% hits;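 active = first-screen hits whose inhibition reached a set limit at any dose in the follow-up dose series; inconclusive = inhibition above the set first-screen limit but never retested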;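 also: fluorescence reports GDP produced by GAP-driven GTP hydrolysis; strong numbers were not always called active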
PhoP inhibition: PhoP-dependent GFP reporter repression – Salmonella Typhimurium, primary screen (AID 1863); S. Typhimurium PhoP-regulated promoter GFP reporter, 4 h; higher % means a stronger effect; inhibition, % at 50 µM; hits with a dose series show IC50 in µM; 300,000 compounds, 0.16% hits;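 active = inhibition over 29.93%, a cutoff 3 SD above the screen mean, later confirmed by dose response; inconclusive = inhibition over 29.93% but no dose response follow-up; inactive = inhibition at most 29.93% or unconfirmed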;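 also: 0% = low Mg2+ inducing control and 100% = high Mg2+ repressing control; strong numbers were not always called active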
Large T inhibition: SV40 large T antigen inhibitors, biochemical (AID 1903) | SV40 large T antigen ATPase/helicase inhibition assay; higher % means a stronger effect | inhibition, % at 20 µM, or IC50 in µM where a hit was titrated | 310,000 compounds, 0.39% hits; in the data active = a potency from the dose series; inconclusive = inhibition mostly from about 32% at the one dose, without a potency; inactive = the rest, 99 in 100 with inhibition below about 32%; also: strong numbers were not always called active
RSV CPE inhibition: inhibition of RSV-induced cytopathic effect – HEp-2 cells, primary 10 µM value included (AID 2391); HEp-2 cells, RSV-induced CPE inhibition; higher % means a stronger effect; CPE inhibition, % at 10 µM, or IC50 in µM where a hit was titrated; 310,000 compounds, 0.13% hits; in the data active = a potency from the dose series; inconclusive = CPE inhibition mostly from about 23% at the one dose, without a potency; inactive = the rest, 99 in 100 with CPE inhibition below about 21%; also: strong numbers were not always called active
GPR55 antagonists: inhibition of LPI-stimulated GPR55 beta-arrestin translocation – imaging, U2OS, beta-arrestin-GFP, LPI agonist, primary screen (AID 2013) | U2OS GPR55 beta-arrestin-GFP translocation imaging, LPI antagonism; higher % means a stronger effect | one-dose inhibition, % at 10 µM; IC50 in µM for titrated hits | 290,000 compounds, 0.13% hits;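 active = spots per cell inhibited over 60%, with over 100 cells counted and total cytoplasm intensity under 500,000; inconclusive = wells with under 100 cells, flagged as likely toxic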;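 also: U2OS cells stably carrying GPR55 and arrestin-GFP stimulated by 5 µM LPI near EC80; imaged beta-arrestin-GFP aggregate spots per cell after agonist stimulation; plate controls were LPI-stimulated DMSO wells for no effect and DMSO wells without LPI for full effect; some results filed as inactive read as strong as hits; confirmed hits need IC50 under 10 µM and bright autofluorescent wells are also inconclusive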
UTI89 phage lysis: inhibition of K1F phage lysis, E. coli UTI89, bacterial capsule biogenesis inhibitors, alamar blue (AID 488966); inhibition, % at 100 µM, or IC50 in µM where a hit was titrated; E. coli UTI89 K1F phage lysis, alamar blue, 2 h; higher % means a stronger effect; 340,000 compounds, 0.02% hits;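 active = phage lysis inhibition, versus mean bacterial control, above a set limit; inconclusive = no clear call, values can overlap the other calls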;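 also: capsule biogenesis inhibitors block K1F phage lysis so surviving cells raise fluorescence; higher fluorescence means more inhibition of phage lysis; actives were called in the ten point dose series up to 300 µM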
GPR35 antagonists: GPR35 antagonists blocking zaprinast-driven arrestin recruitment, primary screen, imaging, U2OS, beta-arrestin-GFP, zaprinast agonist (AID 2058). U2OS GPR35 beta-arrestin-GFP translocation imaging, zaprinast antagonism; higher % means a stronger effect. one-dose inhibition, % at 10 µM; IC50 in µM for titrated hits. 290,000 compounds, 0.052% hits;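 active = inhibition of at least 50% with at least 30 cells and total cytoplasm GFP at most 10,000,000; inconclusive = under 30 cells or total GFP of 10,000,000 plus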
NS5 inhibitors: flavivirus cap methylation enzyme inhibition – biochemical, confirmation dose response, primary screen (AID 588689); Dengue-2 NS5 methyltransferase capping enzyme assay, biochemical; higher % means a stronger effect; inhibition, % at 25 µM; hits with a dose series show IC50 in µM; 340,000 compounds, 0.3% hits; in the data active = a potency from the dose series; inconclusive = inhibition above about 29% without an active follow-up result
HIV peptide binding: cell-free HIV fusion peptide-binding blockers – biochemical, uHTS, fluorescence dequenching, primary screen (AID 1986); inhibition, % at 20 µM, or IC50 in µM where a hit was titrated; cell-free peptide binding, fluorescence dequenching, 30 min; higher % means a stronger effect; 290,000 compounds, 0.3% hits; in the data active = inhibition mostly above about 52%, no sharp cut-off; inactive = mostly below about 76%; also: some results filed as inactive read as strong as hits
NS5 inhibitors pilot replicate: further read-out of NS5 inhibitors, marked with its call; inhibition, %; measured here: pilot screen replicate inhibition
* hit, by the source's call; ? = inconclusive; · = no result given; [ ] = dose if it differs, or a comment.

SMILES | MgcRacGAP inhibition | PhoP inhibition | Large T inhibition | RSV CPE inhibition | GPR55 antagonists | UTI89 phage lysis | GPR35 antagonists | NS5 inhibitors | HIV peptide binding | others
CC(NS(C)(=O)=O)C(c1cccs1)N1CCN(Cc2ccccc2)CC1 (centres undefined) | 2% | 10% | -1% | 1.9% | -10% | 4.6% | 6% | -3% | -2.2%
CCC(C)c1ccc(C(C)NC(=S)NCc2ccc(F)cc2)cc1 (centres undefined) | 3% | -4% | 25% | 1.7% | 4% | 0.4% | -1% | -8% | 1.7%
CN(C)CCCNc1nc(N)c([N+](=O)[O-])c(NC2CCCCC2)n1 | 7% | -3% | 9% | -1.6% | 10% | 0.1% | -16% | -6% | 1.5%
CC1CCCCC1NC(=O)CSCC(=O)O (centres undefined) | -7% | -13% | 6% | -0.5% | 3% | 1.7%[50 µM] | -2% | -3% | 1.0%
Fc1ccc(NCc2n[nH]c(=S)n2Cc2ccccc2)cc1 | 1% | 5% | 17% | -1.4% | -1% | -1.0% | 3% | -2% | -0.9%
Cc1ccc(Cl)cc1NC(=O)CC1NC2CCCCC2NC1=O (centres undefined) | -2% | -1% | 24% | 1.3% | 16% | 0.0% | 10% | -2% | -0.8%
CN1CCCC(OC(=O)c2cc(Br)ccc2Cl)C1 (centres undefined) | 12% | 21% | 4% | 0.7% | -1% | 0.8% | 6% | 0% | -3.2%
O=C1CSC(=Nc2cccc(Cl)c2Cl)N1 | -3% | -11% | 6% | 7.8% | -4% | -0.1% | 2% | -8% | 2.7% | NS5 inhibitors pilot replicate=1.8
Cc1ccc(C)c(N2CCN(c3ccncc3N)CC2)c1 | 5% | -3% | 10% | ? | 5% | 0.5% | -5% | 4% | -0.3%
CCOC(=O)C1(CC2CC2)CCN(C(=O)c2ocnc2C)CC1 | 4% | -7% | 7% | 0.0% | 6% | 0.1% | 13% | 1% | -1.3%
Cc1cc(C(=O)NNC(=O)c2ccc(Cl)cc2)c2ccccc2n1 | 5% | · | · | 0.1% | · | 0.9%[50 µM] | · | 6% | ·
O=C(CCS(=O)(=O)c1cccc2nonc12)Nc1ccc(Br)cc1 | 1% | 2% | 6% | 2.8% | -14% | 0.4% | 10% | -5% | -1.1%
CCOC(=O)C1=C(CNC2CCCCC2)NC(=O)NC1c1cc(C)ccc1C (centres undefined) | 1% | -6% | 10% | -0.2% | 4% | 1.1% | 2% | -2% | 2.3%
Nc1nonc1OCCN1CCN(c2ccc([N+](=O)[O-])c3cccnc23)CC1 | · | 3% | 11% | · | -6% | · | -12% | · | -2.2%
Cc1ccc(CNC(=O)c2ccc(CS(=O)Cc3cccc(Cl)c3)o2)cc1 (centres undefined) | -24% | -6% | 9% | 12% | 7% | 2.1% | -2% | -5% | -0.8%
CCC(Sc1ccc2nnc(-c3ccc(OC)c(OC)c3)n2n1)C(=O)O (centres undefined) | 4% | -1% | 12% | 0.3% | -7% | -0.3% | -4% | -6% | 8.9%
CCOc1cc(C#N)ccc1OCC(=O)N1CCc2ccccc2C1 | 9% | -1% | 6% | 1.6% | -14% | 0.0% | 11% | -5% | -2.0%
CCc1ccccc1NC(=S)N(Cc1cccs1)C1CCCC1 | 6% | -8% | 14% | 2.6% | 2% | 0.1% | 6% | -2% | -0.1%
CCOc1cc(NC(=S)Nc2cccc(OC)c2)c(OCC)cc1NC(=O)C1CC1 | 6% | -3% | 26% | 0.0% | 0% | 0.8% | 7% | -4% | -2.7%
COc1ccccc1/C=C/CN1CCC(Oc2ccc(C(=O)N3CCCC3)cc2)CC1 | 7% | 2% | 20% | -0.6% | 7% | 1.3%[50 µM] | -7% | -7% | 1.5%

Two records picked at random from the list so far:
SMILES | MgcRacGAP inhibition | PhoP inhibition | Large T inhibition | RSV CPE inhibition | GPR55 antagonists | UTI89 phage lysis | GPR35 antagonists | NS5 inhibitors | HIV peptide binding | others
Nc1nonc1OCCN1CCN(c2ccc([N+](=O)[O-])c3cccnc23)CC1 | · | 3% | 11% | · | -6% | · | -12% | · | -2.2%
CCc1ccccc1NC(=S)N(Cc1cccs1)C1CCCC1 | 6% | -8% | 14% | 2.6% | 2% | 0.1% | 6% | -2% | -0.1%

The main list resumes, repeating the four entries before the break.
SMILES | MgcRacGAP inhibition | PhoP inhibition | Large T inhibition | RSV CPE inhibition | GPR55 antagonists | UTI89 phage lysis | GPR35 antagonists | NS5 inhibitors | HIV peptide binding | others
CCOc1cc(C#N)ccc1OCC(=O)N1CCc2ccccc2C1 | 9% | -1% | 6% | 1.6% | -14% | 0.0% | 11% | -5% | -2.0%
CCc1ccccc1NC(=S)N(Cc1cccs1)C1CCCC1 | 6% | -8% | 14% | 2.6% | 2% | 0.1% | 6% | -2% | -0.1%
CCOc1cc(NC(=S)Nc2cccc(OC)c2)c(OCC)cc1NC(=O)C1CC1 | 6% | -3% | 26% | 0.0% | 0% | 0.8% | 7% | -4% | -2.7%
COc1ccccc1/C=C/CN1CCC(Oc2ccc(C(=O)N3CCCC3)cc2)CC1 | 7% | 2% | 20% | -0.6% | 7% | 1.3%[50 µM] | -7% | -7% | 1.5%
Cc1c(Cl)cccc1NC(=O)CCN1CCCC(C)C1 (centres undefined) | 6% | 7% | 14% | 1.3% | 1% | 1.5% | -1% | -5% | -2.0%
Cc1ccc(S(=O)(=O)N(CC(=O)N2CCCCCC2)c2ccccc2)cc1 | 5% | 2% | 0% | 0.4% | 12% | 0.6% | 7% | -6% | 2.1%
COC(=O)N/N=C(\C)c1ccc(C)c([N+](=O)[O-])c1 | 4% | 3% | -2% | 7.3% | 2% | -7.4% | 0% | -5% | -1.2%
O=C(NCc1cccnc1)Nc1ccc2c(c1)OCO2 | 3% | -14% | 14% | 2.0% | 14% | 0.3% | 9% | 1% | -1.6%
CCOCCCNC(=S)NCCNc1nc2ccc(C)cc2cc1C#N | 10% | 0% | 3% | 4.4% | 3% | 0.2% | -15% | -3% | 3.8%
O=c1c2ccccc2oc2cc(C#Cc3ccccn3)ccc12 | 10% | · | 15% | 3.6% | · | 0.8% | · | -2% | ·
COc1cc(C(=O)OCC(=O)NC(=O)NC2CCCCC2)cc(Cl)c1OC | 5% | 8% | 3% | 3.2% | · | -1.6%[50 µM] | · | -1% | ·
CC(C)(C)NC(=O)Cn1nnc(-c2ccccc2Cl)n1 | 2% | -6% | 5% | 1.6% | -7% | 2.4% | -7% | -3% | -1.1%
Nc1ncnc2c1nc(SCCO)n2Cc1ccccc1 | 3% | -1% | 11% | 2.1% | -12% | 0.0% | 2% | 2% | -0.6%
O=C(CN1CCC(NC(=O)Cc2ccccc2)CC1)Nc1ccccc1Br | 4% | -6% | 4% | 17% | 12% | 1.3% | 12% | 1% | -1.2%
COc1cccc(-n2ccnc2SCC(=O)Nc2nccs2)c1 | 11% | -11% | 8% | 1.4% | 8% | 0.9% | 0% | 9% | 0.8%
COc1ccc([C@H]2CC(=O)C=C(c3ccc(SC)cc3)C2)cc1OC | 4% | · | · | 7.5% | · | -0.6% | · | -10% | ·
COc1ccccc1-n1c(=O)[nH]c2c(C(N)=O)nc(CC(C)C)nc21 | 5% | 4% | 3% | -0.5% | -4% | 0.3% | 14% | -2% | -2.5%
COc1ccc(C[C@H]2CN3C(=NC[C@H]3C)N2CCNC(=O)c2ccc(C)c(Br)c2)cc1 | 7% | 9% | -1% | -1.4% | 5% | -0.5% | -15% | -6% | -0.1%
CCOc1ccccc1C(=O)NCC(=O)Nc1ccc(-c2ccccc2)cc1 | 5% | 2% | 19% | 1.0% | 17% | 1.0% | -4% | -7% | 1.7%
O=C(COC(=O)c1cc(Br)ccc1O)Nc1cc(S(=O)(=O)N2CCCC2)ccc1Cl | -2% | -8% | 2% | · | 2% | 0.4% | -1% | 11% | 0.6%
CCCc1c2c(cc3c(=O)cc(C(=O)OCC)oc13)CCCC2 | 16% | -2% | 3% | 1.8% | -2% | 0.1% | -2% | -7% | -1.3%
Nc1nc(-c2ccc(F)cc2)cc(C(F)(F)F)n1 | -3% | -10% | 14% | 2.5% | -16% | 0.5% | 2% | -2% | -2.0%
Cc1nnc(SCC(=O)NNC(=O)c2ccco2)s1 | 0% | -8% | 10% | -1.4% | · | 1.1%[50 µM] | · | 1% | ·
COCC1CCN(C(=O)c2cc(COc3ccc4c(c3)CCCC4)on2)C1 (centres undefined) | -4% | 3% | -6% | 8.8% | 4% | 0.3%[50 µM] | -11% | -1% | 0.4%
Cc1ccc(CCC(=O)Nc2ccccc2F)s1 | 9% | 1% | 2% | 1.6% | 8% | 0.2% | -9% | -1% | -1.0%
O=C(C1CC(=O)N(C2CCCC2)C1)N1CCN(c2cccc(Cl)c2)CC1 (centres undefined) | 4% | -1% | 27% | 0.4% | 6% | -0.3% | 0% | -3% | -1.7%
Cc1cc(OCC(O)CN2CCOCC2)cc(C)c1Cl (centres undefined) | -9% | 1% | -1% | 0.0% | 0% | 1.1% | 2% | 3% | 1.2%
Cc1ccc(N(C)C(=O)c2cc(S(=O)(=O)N3CCc4ccccc43)cn2C)cc1 | 0% | · | 6% | 2.1% | 0.77µM* | 5.3% | 13% | -3% | 0.3%
CCCCc1ccc(-n2nnnc2SCC(=O)Nc2cc(OC)c([N+](=O)[O-])cc2C)cc1 | 13% | 13% | -5% | 19% | 4% | 2.0% | 6% | -1% | -2.2%
Clc1cccc(CSc2ncn(-c3ccccc3)n2)c1 | 6% | 0% | 5% | ? | 7% | 0.2% | -7% | -7% | 2.2%
CCOc1ccc(NC(=O)CN(c2ccc(OC)cc2)S(C)(=O)=O)cc1 | 4% | 11% | 6% | 0.7% | -1% | 0.1% | 12% | -2% | -3.4%
Cc1c(CN(C)C)c2c(n1Cc1ccccc1)C(=O)c1ccc(Br)cc1-2 | 1% | 3% | · | -1.4% | 8% | -0.1% | -7% | 5% | 2.0%
CCN(CC)C(=O)Cn1cc(C(=O)C(=O)NCCc2ccc(S(N)(=O)=O)cc2)c2ccccc21 | -2% | 1% | 7% | -0.4% | -11% | -0.5% | -7% | 4% | -1.0%
CN(C)c1ccc(N=Cc2nc(-c3ccccc3)oc2OC(=O)c2ccccc2)cc1 | 41% | -7% | ? | 0.9% | -1% | 3.5% | -12% | 3% | 2.7%
COc1ccc(Cl)cc1C(=O)CSc1nc(N)cc(N)n1 | 6% | 32% | 6% | 1.1% | 11% | 0.2% | 9% | -5% | 1.5%

Bioassay records from PubChem.
